Screening data from PubChem.
EPAC1 agonist – agonists of human EPAC1; EPAC1 agonist qHTS, biochemical assay; response scale: 100% = response to 6.5 mM cAMP; Potency, µM (titrated, usually from 154 µM), inactives show top-dose activation, hits mostly activators; 0.073% of 360,000 active; O95398; also: potency is read from the fitted curve at half-maximal effect; nearly all actives have a fitted effect of over 60% in size
Target sequence (O95398 whole entry, looked up): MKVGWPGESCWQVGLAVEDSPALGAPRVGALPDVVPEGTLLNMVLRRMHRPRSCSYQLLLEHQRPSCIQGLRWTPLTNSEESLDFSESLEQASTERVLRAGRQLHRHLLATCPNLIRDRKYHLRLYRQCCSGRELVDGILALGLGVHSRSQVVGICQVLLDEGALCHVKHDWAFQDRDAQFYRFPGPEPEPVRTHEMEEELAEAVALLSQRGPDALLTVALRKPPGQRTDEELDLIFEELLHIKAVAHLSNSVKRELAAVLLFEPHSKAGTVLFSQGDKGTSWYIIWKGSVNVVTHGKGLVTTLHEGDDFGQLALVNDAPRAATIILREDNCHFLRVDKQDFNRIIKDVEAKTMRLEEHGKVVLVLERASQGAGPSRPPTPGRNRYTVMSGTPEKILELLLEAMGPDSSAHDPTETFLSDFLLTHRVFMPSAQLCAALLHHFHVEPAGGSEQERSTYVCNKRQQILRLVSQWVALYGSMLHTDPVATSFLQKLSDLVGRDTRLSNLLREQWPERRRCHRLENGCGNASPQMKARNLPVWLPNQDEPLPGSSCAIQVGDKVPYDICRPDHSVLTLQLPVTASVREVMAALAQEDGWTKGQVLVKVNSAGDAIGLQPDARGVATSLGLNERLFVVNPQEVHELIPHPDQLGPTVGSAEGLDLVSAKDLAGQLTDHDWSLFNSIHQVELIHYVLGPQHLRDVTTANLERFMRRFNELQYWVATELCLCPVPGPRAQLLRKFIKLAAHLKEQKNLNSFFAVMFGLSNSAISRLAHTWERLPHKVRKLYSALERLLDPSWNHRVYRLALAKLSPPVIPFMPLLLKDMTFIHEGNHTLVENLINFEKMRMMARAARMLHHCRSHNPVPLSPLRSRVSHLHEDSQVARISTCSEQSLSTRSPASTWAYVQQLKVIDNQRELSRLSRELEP
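Fluorescent GDP-exchange assay: 100 nM EPAC1 with 250 nM Rap1B preloaded with BODIPY-GDP and 50 uM GDP; compounds tested as concentration series, 5 min at room temperature, then read every 5 min for 30 min (ex 480/em 540 nm); normalized to 6.5 mM cAMP.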
Abeta rescue – compounds reversing amyloid beta toxicity in yeast. 0.063% of 410,000 active. yeast expressing A-beta42, growth rescue, OD600, 48 h; response scale: 0% DMSO, 100% iron-clioquinol control. AID 1347071. Potency, µM (doses to about 46.1 µM), without a hit: at the top dose growth rescue, usual class: activators; also: potency is read from the fitted curve at half-maximal effect; nearly all actives have a fitted effect of over 55% in size
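Yeast growth medium received pinned compounds, then yeast cells expressing toxic A-beta were added; plates incubated at 30 C for 48 hr. Growth read as absorbance at 600 nm, normalized to DMSO and equimolar FeCl3 plus clioquinol controls.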
IL-2 act – IL-2 activation; IL-2 activation reporter assay, cell-based qHTS; stimulated with anti-CD3/CD4/CD28 beads; in transgenic mouse T cells; activation, % (series mostly up to about 46 µM); 0.065% of 360,000 active; in the data active = activation above about 50%; inconclusive = mostly about 30% to 49%; also: 0% is about no effect
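Using fluorescent plate cytometry, EGFP and DsRed are detected in transgenic mouse T cells stimulated 18 h at 37 degrees C with antibody-coated beads after 60 min compound pretreatment.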
PI5P4Ka inh – inhibitors of human PI5P4K alpha; P48426; PI5P4Kalpha enzyme, ADP-Glo luminescence, 60 min; stronger effect = lower value; max response, %; 1.2% of 330,000 active; active = max response of -50% or lower; inconclusive = between -30% and -50%; inactive = -30% or higher; also: value at the top dose of about 77 µM; % is scaled to controls: 0 for no effect and ±100 for the full control effect
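ADP-Glo luminescence end-point after a 60 min room-temperature kinase reaction. PI5P4Kalpha and substrate in HEPES pH 7.4 buffer with EGTA, 0.1% CHAPS and 5% DMSO; ATP at 5 microM final.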
EPAC1 antagonist – EPAC1 (human) antagonism; EPAC1 GEF assay, Rap1b-BODIPY-GDP exchange fluorescence; O95398; AID 720709; 0.14% of 360,000 active; Potency, µM (highest dose often 115 µM), inactives show at the highest dose activity change, negative = inhibition, actives largely listed as inhibitors;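 also: potency is read from the fitted curve at half-maximal effect; plate controls were vehicle for no effect and positive control for full effect; nearly all actives have a fitted effect of over 50% in size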
WRN helicase inh – WRN helicase (human) inhibition; WRN helicase unwinding, fluorescent forked duplex, kinetic; Potency, µM (top dose mostly 114 µM), without a hit: at the highest dose activity change, negative = inhibition, usual class: inhibitors; AID 651768; Q14191; 0.46% of 360,000 active; also: potency is read from the fitted curve at half-maximal effect; % is scaled to controls: 0 for no effect and ±100 for the full control effect; nearly all actives have a fitted effect of over 55% in size
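Screening of the MLSMR collection measured strand separation of a quenched forked DNA duplex (100 nM) by 20 nM WRN with 2 mM ATP, all final. Compounds were preincubated with enzyme 15 min at room temperature.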
FUS yeast rescue – rescues growth of FUS-expressing yeast; Potency, µM (highest dose often 76.6 µM), for inactives: at the top dose growth rescue (activation), most hits filed as activators; 0.24% of 390,000 active; S. cerevisiae FUS-expressing, growth rescue, OD600, 24 h;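 also: potency is read from the fitted curve at half-maximal effect; plate controls were DMSO vehicle for no effect and reference control for full effect; nearly all actives have a fitted effect of over 55% in size; some results filed as inactive show a strong effect at the top dose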
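Steps: raffinose overnight preculture; dilution to OD 0.005 in 2% galactose minimal medium; compound addition (concentration series); 24hr at 30C, 99% humidity; absorbance read at 600 nm.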
PLK1 PBD block – inhibitors of human PLK1 polo-box domain binding; 2.8% of 360,000 active; Plk1 PBD binding of FITC phosphopeptide, fluorescence polarization; Potency, µM, inactives show max response, negative = inhibition, actives largely listed as inhibitors; AID 720504; also: potency is read from the fitted curve at half-maximal effect; series mostly up to about 57 µM; % is scaled to controls: 0 for no effect and ±100 for the full control effect; nearly all actives have a fitted effect of over 65% in size
aSyn yeast inh – alpha-synuclein toxicity inhibition in yeast; Yeast expressing alpha-synuclein, growth rescue, BacTiter-Glo, 24 h; Potency, µM (series often up to 46.1 µM), for the others: top-dose growth rescue (activation), hits mostly activators; 0.14% of 370,000 active; also: potency is read from the fitted curve at half-maximal effect; % of control where 0% means no effect; nearly all actives have a fitted effect of over 65% in size
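Screening used galactose-induced yeast with toxic alpha-synuclein levels, exposed to compound for 24 hr at 30 deg C. Cell growth, read with BacTiter-Glo luminescence, gave the measured signal.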
* hit, by the source's call; u = inconclusive; x = not tested or not shown; & = joins results of further samples; [ ] = remark or other dose. Unless noted, calls follow the shape of the dose curve; as a rule, active = well fitted curve in the direction sought with a large enough effect; inconclusive = small, poorly fitted or top-dose-only effect, or another doubt; inactive = no such curve, though single readings can be large; an effect the other way counts as inactive or inconclusive.

cpd	Structure	WRN helicase inh	aSyn yeast inh	Abeta rescue	PLK1 PBD block	IL-2 act	PI5P4Ka inh	FUS yeast rescue	EPAC1 agonist	EPAC1 antagonist
1	Cc1nc2ccccc2c(=O)n1CCCN1CCOCC1	2%	-8%	4%	-6%	0.0	0	-16%	1%	-6%
2	CCCn1c(SCc2nc3ccccc3s2)n[nH]c1=O	-3%	10%	-10%	u	0.5	-16	8%	9%	5%
3	CSc1ccc(/C=N/Nc2nc(C)cc(C)n2)cc1	-2%	-14%	u	2%	0.6	-7	4%	0%	-1%
4	C[C@H](NC(=O)Nc1ccc2c(c1)OCCO2)C(=O)O	-8%	4%	1%	3%	-1.2	x	6%	7%	2%
5	C#CCN1CCc2onc(-c3ccc(Br)cc3)c2C1=O	-2%	-2%	-23%	-3%	0.0	9	-5%	11%	4%
6	CCOc1ccc(-c2nn(-c3ccccc3)cc2/C=C2\SC(N)=NC2=O)cc1C	-10%	0%	12%	8%	1.1	12	5%	12%	4%
7	CC(=O)Nc1nc(COc2ccccc2)cs1	2%	3%	7%	-1%	-2.3	x	-10%	-16%	-3%
8	Cc1cc(O)ccc1Nc1nc(-c2cccnc2)cs1	2%	-1%	7%	-2%	8.2	3	u	-14%	u
9	COc1ccc(C(=O)OCC(=O)Nc2ccc(Cl)c(C(F)(F)F)c2)c(OC)c1OC	0%	18%	0%	4%	1.6	4	x	0%	-28%
10	O=C(CC1CCCC1)N1CCN(S(=O)(=O)c2c(F)cccc2F)CC1	9%	22%	5%	6%	1.1	2	-32%	9%	3%
11	Cc1ccc(-c2nc(CS(=O)(=O)CC(=O)NCc3ccc4c(c3)OCO4)c(C)o2)cc1	2%	-7%	-10%	6%	-0.3	-1	-16%	5%	-4%
12	Cc1ccc(NC(=O)Cc2nnc(SCC(=O)NC3CCCC3)n2C)cc1C	9%	1%	-3%	1%	-4.1	-8	0%	-11%	-17%
13	Cc1cc(C)c(NC(=O)CO/N=C2\CCCc3nonc32)c(C)c1	7%	2%	-10%	-18%	-1.0	7	0%	-10%	-7%
14	COCCCn1c(=O)/c(=C\c2cccc(OC)c2OC)s/c1=C(/C#N)C(=O)Nc1ccc(C(=O)O)cc1	-27%	6%	6%	-1%	3.4	1	35%	0%	u
15	O=C(Nc1cccc([N+](=O)[O-])c1)c1ccc2nc(N3C(=O)CCC3=O)sc2c1	45µM*	x	6%	-24%	-1.6	u	16%	2%	-2%

Single records, as listed above. Order of screens: WRN helicase inh	aSyn yeast inh	Abeta rescue	PLK1 PBD block	IL-2 act	PI5P4Ka inh	FUS yeast rescue	EPAC1 agonist	EPAC1 antagonist
Record of CSc1ccc(/C=N/Nc2nc(C)cc(C)n2)cc1 = -2%	-14%	u	2%	0.6	-7	4%	0%	-1%
Record of C#CCN1CCc2onc(-c3ccc(Br)cc3)c2C1=O = -2%	-2%	-23%	-3%	0.0	9	-5%	11%	4%
Record of CCCn1c(SCc2nc3ccccc3s2)n[nH]c1=O = -3%	10%	-10%	u	0.5	-16	8%	9%	5%
Record of COCCCn1c(=O)/c(=C\c2cccc(OC)c2OC)s/c1=C(/C#N)C(=O)Nc1ccc(C(=O)O)cc1 = -27%	6%	6%	-1%	3.4	1	35%	0%	u
Record of O=C(Nc1cccc([N+](=O)[O-])c1)c1ccc2nc(N3C(=O)CCC3=O)sc2c1 = 45µM*	x	6%	-24%	-1.6	u	16%	2%	-2%

Remaining list, next part
cpd	Structure	WRN helicase inh	aSyn yeast inh	Abeta rescue	PLK1 PBD block	IL-2 act	PI5P4Ka inh	FUS yeast rescue	EPAC1 agonist	EPAC1 antagonist
16	O=C(Nc1cccc(C(=O)O)c1)/C(=C\c1ccccc1)NC(=O)c1ccccc1	2%[57.1 µM]	1%	-12%	-11%	-0.3	7	5%	13%	9%
17	Cc1csc(NC(=O)C2CCCO2)n1 (stereo unspecified)	-1%	3%	6%	0%	-1.5	x	11%	0%	-1%
18	CCNC(=O)NC(=O)C(C)Oc1ccc(C(=O)OC)cc1 (stereo unspecified)	8%	1%	-9%	1%	0.9	4	-7%	2%	-8%
19	CN(Cc1ccc(Cl)s1)C(=O)CSc1nnc(C2CC2)n1C1CC1	-6%	1%	2%	-3%	-0.3	-3	2%	6%	5%
20	CCn1c(/C=C2/C(=O)N(C)c3ccccc32)nc2ccccc2c1=O	-17%	19%	-6%	-6%	0.6	1	-2%	2%	-1%
21	O=C1COc2ccc(C(=O)COC(=O)c3cc(S(=O)(=O)NCc4ccccc4)ccc3O)cc2N1	-2%	0%	8%	-7%	-0.3	-12	1%	-4%	4%
22	COc1cc(C2C(C(=O)Nc3ccccc3OC)=C(C)Nc3ncnn32)ccc1O (stereo unspecified)	4%	3%	6%	4%	3.2	5	-17%	-16%	-9%
23	CN(Cc1ccccc1)C(=O)COC(=O)CCC(=O)c1ccc(F)cc1	1%	19%	0%	-2%	10	9	x	-3%	-2%
24	COc1cccc(C(=O)CSc2nnc(-c3ccco3)n2CC2CCCO2)c1 (stereo unspecified)	3%	3%	17%	-4%	1.1	6	16%	-2%	2%
25	Cc1cc(CN(C)C(=O)CC2C(=O)NCCN2Cc2ccc(-c3ccccc3)cc2)on1 (stereo unspecified)	-15%	17%	1%	-21%	-2.3	1	u	-7%	13%
26	COc1ccc2nc(/C=N/NC(=O)[C@H](CCSC)NC(=O)OC(C)(C)C)ccc2c1	-18%[57.1 µM]	2%	11%	-2%	-1.1	2	19%	-4%	u
27	O=C(O)c1cc(S(=O)(=O)N2CCOCC2)ccc1N1CCCCC1	8%	8%	-5%	-12%	0.4	7	6%	7%	u
28	N#Cc1c(NC(=O)COC(=O)C2CC3C=CC2C3)oc(-c2ccccc2)c1-c1ccccc1 (stereo unspecified)	-3%	11%	-1%	-19%	-0.2	-14	26%	5%	-7%
29	COc1ccc(-c2noc(CSc3nc(N)c(-c4ccccc4)c(=O)[nH]3)n2)cc1	-11%	-1%	-20%	-11%	-1.9	x	24%	13%	2%
30	CN1CCC(=O)N(CCSc2ccc(Br)cc2)CC1	4%	2%	-13%	-10%	-0.6	2	-12%	-11%	-19%
31	COc1ccccc1CCC(=O)N1CCN(S(=O)(=O)c2cccc(F)c2)CC1	-4%	6%	10%	1%	-1.7	6	5%	1%	1%
32	CC1(C)OC(C)(C)/C(=C\c2ccccc2[N+](=O)[O-])C1=O	-3%	6%	-16%	-4%	-1.1	3	-28%	-3%	-2%
33	Cc1ccc(C(=O)Oc2ccc([N+](=O)[O-])cc2)cc1S(=O)(=O)N1CCCCCC1	3%	-2%	-6%	-7%	1.5	6	x	5%	3%
34	CC(C)c1nc2c(s1)CCc1onc(-c3ccc(Cl)cc3)c1-2	-6%	-1%	-14%	-2%	1.4	15	-23%	-3%	4%
35	O=S(=O)(c1cccs1)N1CCC(CO)(Cc2cccc(F)c2)CC1	1%	12%	5%	-14%	-3.4	5	-2%	0%	0%
36	O=S(=O)(c1ccc2nc(SCc3ccc(Cl)cc3)[nH]c2c1)N1CCOCC1	-35%[57.1 µM]	2%	5%	-6%	-1.2	7	24%	23%	-4%
37	CCOc1ncccc1C(=O)OC(C)C(=O)Nc1ccc(CC)cc1 (stereo unspecified)	-1%	13%	3%	2%	-2.5	1	8%	2%	-3%
38	COc1ccc(OC)c(CN2CCN(Cc3cccc4ccccc34)CC2)c1	7%	1%	4%	6%	-3.7	-3	-25%	6%	-21%
39	COC(=O)CSc1nc(COc2ccccc2)nc2ccccc12	-6%	-19%	-34%[inhibitor]	-3%	-0.8	1	12%	15%	-2%
40	Cc1ccc(-c2cc(C(F)F)nc(NCc3cccnc3)n2)cc1	-10%	-3%	31%	-5%	-3.0	0	15%	16%	-15%
41	N=C1/C(=C\c2coc3ccccc3c2=O)C(=O)N=C2SC(c3ccncc3)=NN12	22µM*	18%	-9%	23%	1.6	-74*	u	100µM*	-4%
42	COc1ccc(CN2C(=O)c3ccccc3C2C(=O)NCCc2ccccc2)c(OC)c1 (stereo unspecified)	-11%	1%	13%&-10%	-2%	-1.6	-3	7%&1%	0%	-14%
43	Cc1c(Cc2ccccc2)c(=O)oc2c(C)c(OCC(=O)NCC3CCC(C(=O)O)CC3)ccc12 (stereo unspecified)	4%	1%	-21%	-5%	1.6	1	-5%	-25%	5%
44	Cc1nc(Nc2ccc3c(c2)OCCO3)c2c(C)c(C)sc2n1	-5%	13%	3%	-29%	-4.4	-7	u	4%	4%
45	Cc1ccccc1-n1c(Cn2c(=O)sc3ccccc32)nnc1SCC(=O)N1CCCC1	-1%	-2%	-13%	-4%	-0.2	6	14%	15%	1%
46	COc1ccccc1OCCNC(=O)c1ccc2c(c1)OCCO2	6%	8%	19%	-2%	-2.9	7	-12%	5%	-6%
47	O=C(CC1CCCCC1)N1CCC(c2nc(-c3ccc(S(=O)(=O)N4CCCC4)cc3)no2)CC1	-2%	0%	2%	2%&-2%	0.0	x	u	10%	0%
48	CCOC(=O)CN(Cc1sccc1C)C(=O)Nc1ccc(OC)cc1OC	10%	-8%	-8%	-8%	-0.7	-2	x	-1%	-8%
49	O=C(Nc1cc(=O)[nH]c2ncnn12)c1ccccc1Cl	-25%	-7%	-1%	-3%	-0.2	x	25%	6%	-1%

Records 45 through 46, quoted:
cpd	Structure	WRN helicase inh	aSyn yeast inh	Abeta rescue	PLK1 PBD block	IL-2 act	PI5P4Ka inh	FUS yeast rescue	EPAC1 agonist	EPAC1 antagonist
45	Cc1ccccc1-n1c(Cn2c(=O)sc3ccccc32)nnc1SCC(=O)N1CCCC1	-1%	-2%	-13%	-4%	-0.2	6	14%	15%	1%
46	COc1ccccc1OCCNC(=O)c1ccc2c(c1)OCCO2	6%	8%	19%	-2%	-2.9	7	-12%	5%	-6%
